# Source: PubChem BioAssay
# HCMV antiviral – human cytomegalovirus inhibition; HFF cells, HCMV-luciferase reporter, 72 h; active compounds read low; activity change, negative = inhibition, % at 57.5 µM; actives 4.5% (n = 410,000); AID 1259415; in the data active means activity change below about -60%; inconclusive means no clear call, values can overlap the other calls; inactive means above about -39%; further: on the % scale 0 is the no-effect control and ±100 the full control effect
#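 Two compound doses tested in HFFs infected with HCMV-luciferase, MOI 1 PFU/cell, 72 h at 37C. Lysate luminescence read with OneGlo; data normalized against buffer-only and 10uM Salinomycin inhibitor controls.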
# AmpC detergent – blocks E. coli AmpC beta-lactamase in detergent assay. P00811. AmpC hydrolysis of nitrocefin, absorbance 480 nm, 0.01% Triton. actives 0.041% (n = 370,000). Potency, µM (titrated, usually from 114 µM), for the others: top-dose activity change, negative = inhibition, actives largely listed as inhibitors;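 further: potency means the concentration at half of the fitted maximal effect; 0% = no-compound wells and -100% = no-enzyme wells; nearly all actives have a fitted effect of over 25% in size; some results filed as inactive show a strong effect at the top dose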
# Target sequence (P00811 whole entry, looked up): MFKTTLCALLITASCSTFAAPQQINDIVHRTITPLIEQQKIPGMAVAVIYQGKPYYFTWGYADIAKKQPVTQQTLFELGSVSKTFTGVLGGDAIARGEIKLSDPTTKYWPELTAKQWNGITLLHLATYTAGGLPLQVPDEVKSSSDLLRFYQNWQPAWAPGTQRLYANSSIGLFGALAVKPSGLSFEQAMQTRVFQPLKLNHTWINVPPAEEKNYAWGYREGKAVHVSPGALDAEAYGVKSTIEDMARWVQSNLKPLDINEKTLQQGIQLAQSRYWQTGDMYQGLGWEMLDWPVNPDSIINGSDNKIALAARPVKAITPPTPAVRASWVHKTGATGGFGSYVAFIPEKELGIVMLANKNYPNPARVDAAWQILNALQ
#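 AmpC (5.3 nM in the dispensed reagent) in 20 mM phosphate pH 7.0 with 0.01% (detergent screen) or 0.0001% Triton X-100 was preincubated with compounds for 15 min at room temperature. Nitrocefin was then added from an 800 uM solution, and hydrolysis was followed at 480 nm.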
# AMA1 RON2 block – AMA1-RON2 (P. falciparum) interaction inhibition; AlphaScreen AMA1-biotinylated RON2 peptide binding; Potency, µM (titrated, usually from 58.2 µM), without a hit: at the highest dose activity change, negative = inhibition, hits mostly inhibitors; actives 0.2% (n = 360,000);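 further: potency means the concentration at half of the fitted maximal effect; 0% = vehicle wells and -100% = peptide control; nearly all actives have a fitted effect of over 45% in size; some results filed as inactive show a strong effect at the top dose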
#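 AMA1 (3D7) with his tag at 25 nM final met compounds first, then biotinylated RON2 peptide at 25 nM; detection used donor plus acceptor beads, 10 µg/mL apiece, read by AlphaScreen after 30 min at room temperature.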
# Giardia FBPA inh – Giardia lamblia aldolase inhibition. A8B2U2. purified Giardia FBPA. Potency, µM (top dose mostly 59.6 µM), for the others: at the highest dose activity, negative = inhibition, actives largely listed as inhibitors. actives 0.71% (n = 290,000). AID 2451; further: potency means the concentration at half of the fitted maximal effect; on the % scale 0 is the no-effect control and ±100 the full control effect; nearly all actives have a fitted effect of over 55% in size
# Target sequence (A8B2U2 whole entry, looked up): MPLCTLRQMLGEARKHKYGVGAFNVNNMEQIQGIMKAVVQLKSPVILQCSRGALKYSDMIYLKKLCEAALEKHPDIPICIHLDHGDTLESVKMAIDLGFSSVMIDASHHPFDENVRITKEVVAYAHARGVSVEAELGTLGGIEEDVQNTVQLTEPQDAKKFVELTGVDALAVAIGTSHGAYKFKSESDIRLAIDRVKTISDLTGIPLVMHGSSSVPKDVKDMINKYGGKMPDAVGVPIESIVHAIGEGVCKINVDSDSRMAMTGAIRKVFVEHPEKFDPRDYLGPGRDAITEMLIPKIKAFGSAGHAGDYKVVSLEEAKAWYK
#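 40 nM FBPA preincubated 10 min at RT with compound (up to 57.5 uM final), then substrate plus GAPDH/TPI/NAD/arsenate coupling and diaphorase/resazurin added. Fluorescence read after 20 min at RT, 525/598 nm.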
# AmpC no deterg – AmpC beta-lactamase inhibition without detergent; AID 485341; actives 0.52% (n = 330,000); AmpC nitrocefin hydrolysis, absorbance 480 nm, 0.0001% Triton; P00811; Potency, µM (top dose mostly 57.1 µM), inactives show at the top dose activity change, negative = inhibition, most hits filed as inhibitors;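 further: potency means the concentration at half of the fitted maximal effect; plate controls were no compound for no effect and no enzyme for full effect; nearly all actives have a fitted effect of over 20% in size; some results filed as inactive show a strong effect at the top dose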
#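 AmpC (5.3 nM in the dispensed reagent) in 20 mM phosphate pH 7.0 with 0.01% (detergent screen) or 0.0001% Triton X-100 was preincubated with compounds for 15 min at room temperature. Nitrocefin was then added from an 800 uM solution, and hydrolysis was followed at 480 nm.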
# Shiga inhibitor – blocks Shiga toxin action in Vero cells; Vero cells, Shiga toxin protein synthesis inhibition reporter; inhibition, % at 38.7 µM; actives 9.2% (n = 290,000); in the data active means inhibition mostly above about 28%, no sharp cut-off; inactive means mostly below about 43%; further: 0% is about no effect
# CHX counter – counter-screen hit for Shiga toxin inhibitors, cycloheximide; cell reporter, cycloheximide protein synthesis inhibition counterscreen; actives 12% (n = 300,000); AID 2314; max response, %; in the data active means max response mostly above about 13%, no sharp cut-off; inactive means mostly below about 14%; further: read at 38.3 µM for the half of the compounds with a filed dose; 0% is about no effect
# * = called active by the depositor; ? = inconclusive; . = not tested or not shown; [ ] = remark or other dose. Unless noted, the call rests on the fitted dose curve; in most records, active means well fitted curve in the direction sought with a large enough effect; inconclusive means small, poorly fitted or top-dose-only effect, or another doubt; inactive means no such curve, though single readings can be large; an effect the other way counts as inactive or inconclusive.
Compound	HCMV antiviral	AmpC detergent	AMA1 RON2 block	Giardia FBPA inh	AmpC no deterg	Shiga inhibitor	CHX counter
COc1ccc(COCC(CC(C)C)N2CCN(C(=O)c3cccc(C(F)(F)F)c3)CCC2=O)cc1 (stereo unspecified)	1	-3%	3%	-7%	258%[activator]	14	3
COc1ccccc1C(=O)N=c1sc2c(C)ccc(OC)c2n1C	-8	0%	-4%	-25%	26%	107*	40*
COc1ccc(-c2nnc(SCC(=O)Nc3ccccc3)n2C)cc1	?	-6%	19%	-4%	-14%	10	1
Cc1ccc(NC(=O)c2ccc(Cl)cc2Cl)cc1O	16	7%	0%	-4%	-30%	94*	39*
Cc1ccc(CNC(=O)C2CCC(=O)N2C2CCCCC2)cc1 (stereo unspecified)	-5	-13%	7%	-1%	-3%	8	-2
CC(OC(=O)c1ccc(NC(=O)CC#N)cc1)C(=O)NCCC1=CCCCC1 (stereo unspecified)	-3	-2%	14%	.	-39%	.	.
COc1ccc2nc(-c3ccccc3)cc(C(=O)OCC(=O)NC3CC3)c2c1	75	-18%	12%	.	-16%	.	.
CCc1ccc(S(=O)(=O)/N=C2\C=C(Nc3ccc(O)cc3)C(=O)c3ccccc32)cc1	.	-14%	25µM*	1.4µM*	-35%	37	17*
Cn1c(C(=O)N2CCN(Cc3ccc4c(c3)OCO4)CC2)cc2sccc21	-25	?	-18%	-12%	123%[activator]	-18	-8
O=C(COc1ccccc1)Nc1cccc(-c2ccc(N3CCOCC3)nn2)c1	74	-10%	5%	.	?	.	.
O=C(Nc1ccc(F)cc1)Nc1ccc2ccccc2n1	?	2%	-8%	-5%	-20%	25	9
CCN(CC)S(=O)(=O)c1cccc(C(=O)OC2CCOC2=O)c1 (stereo unspecified)	32	?	-15%	16%	-11%	-5	7
COc1cccc(CN2CCN(C(=O)Nc3ccc([N+](=O)[O-])cc3)CC2)c1	9	-2%	10%	0%	-4%	-3	12
O=C(Cc1cccc2ccccc12)NNC(=O)c1ccc(Br)o1	-3	0%	50%[activator]	-9%	-38%	9	7
Cc1ccc(C(=O)O/N=C2\CCS(=O)(=O)c3sccc32)cc1	-14	-2%	-9%	2%	-10%	-6	24
CCCC(=O)NC(c1ccc(OC)c(OC)c1)c1c(O)ccc2ccccc12 (stereo unspecified)	45	0%	-9%	1%	1%	-11	-8
COc1ccc(NC(=O)CC2S/C(=N\c3nccs3)N(C)C2=O)cc1 (stereo unspecified)	9	-1%	6%	4%	5%	-2	11
Cc1ccc(C)c(OCCC(=O)NNC(=O)c2cc(C)oc2C)c1	12	1%	76%[activator]	.	-12%	.	.
COc1ccc2nc(NS(=O)(=O)c3ccc(NC(C)=O)cc3)sc2c1	26	?	3%	11%	-30%	-16	-4
O=C(c1ccc(-c2cccc(C(F)(F)F)c2)o1)N1CCN(c2ccccc2O)CC1	2	13%	-24%	.	35%	18	2
CCOCC(=O)Nc1cc(C(F)(F)F)ccc1Oc1cccc(Br)c1	-12	?	61%[activator]	1%	-4%	-11	-2
CCCCn1c(N)c(N(CCOC)C(=O)CN(C)CC(=O)Nc2ccc(Cl)c(Cl)c2)c(=O)[nH]c1=O	22	.	-2%	.	169%[activator]	.	.
CC1(N2CCOCC2)CC2(O)C(=[N+]1[O-])CCc1c2no[n+]1[O-] (stereo unspecified)	.	-9%	-20%	?	-4%	-7	9
COC(=O)c1sccc1N/C=C(\C#N)S(=O)(=O)C(C)(C)C	-17	4%	0%	3%	-13%	5	2
COc1ccc(NS(=O)(=O)c2cc(Cl)ccc2Cl)cc1S(=O)(=O)N1CCCCC1	25	-8%	-2%	-7%	-33%	-21	-2
CCc1ccc(C(C(=O)NC2CCCC2)N(CCOC)C(=O)CCC(=O)Nc2cc(C)on2)cc1 (stereo unspecified)	-5	-10%	10%	7%	58%	3	-4
O=C(c1ccccc1)N1CCN(c2ncnc3sc4c(c23)CCC4)CC1	?	-4%	-8%	-1%	19%	-13	4
COC(=O)NC(=S)Nc1ccc(Oc2ccc(Cl)cc2Cl)c(Cl)c1	67	1%	82%[activator]	-3%	-21%	10	-1
COC(=O)c1ccc(CSCc2ccc(C#N)cc2)cc1	.	-5%	.	-2%	-27%	75*	43*
O=C(C1CCCN(c2ncnc3c2nc2n3CCCCC2)C1)N1CCN(c2cccc(Cl)c2)CC1 (stereo unspecified)	-29	3%	-19%	-1%	158%[activator]	-20	13
CCOC(=O)c1c(C)[nH]c(C(=O)N2CCN(CC)CC2)c1C	-33	-5%	0%	4%	-8%	-5	-4
CC1Oc2ccccc2N(CC(=O)NCc2ccccc2)C1=O (stereo unspecified)	27	-1%	0%	0%	2%	105*	31*
Cc1cc(N2C(=O)C3CC=CC(C)C3C2=O)no1 (stereo unspecified)	-13	4%	-19%	2%	-11%	-9	-4
O=C(c1ccco1)N1CCN(C23CC4CC(CC(C4)C2)C3)CC1	39	-8%	-5%	.	-13%	2	1
COc1cccc(CCC(=O)Nc2cc3c(cc2C(=O)O)OCCCO3)c1OC	?	-1%	-7%[11.6 µM]	.	-30%	.	.
O=C(CSc1ccc2c(c1)OCCO2)Nc1cccnc1Cl	37	-3%	24%	5%	-4%	8	-2
CCOC(=O)N1CCN(CC(O)COc2c(C)cccc2C)CC1 (stereo unspecified)	-23	-14%	27%	-13%	10%	5	-5
Cc1ccc(NC(=O)c2sc3nc(C)nc(N4CCN(c5ccccn5)CC4)c3c2C)c(C)c1	?	4%	-15%	-6%	43%	-3	-4
FC(F)(F)c1ccc(-c2csc(-c3ccno3)n2)cc1	33	-6%	13%	-13%	-8%	84*	39*
CSc1ccc(-c2nc(CSCC(=O)NCCCN3CCOCC3)c(C)o2)cc1	14	?	-2%	0%	111%[activator]	-3	-2
CS(=O)(=O)c1ccc(C(=O)NCC2(N3CCCCC3)CCCCC2)cc1	-31	-9%	-9%	6%	-25%	15	-4
Cc1ccc2oc(=O)c3cc(C(=O)NCCCN4CC(C)CC(C)C4)sc3c2c1 (stereo unspecified)	8	-13%	-2%	6%	-10%	-3	-2
COCCn1cnnc1SCC(=O)Nc1cc(OC)c([N+](=O)[O-])cc1C	-32	3%	3%	3%	-10%	-5	-6
CC(C)CCC(C)N=Cc1c(O)n(Cc2ccccc2)c(=O)c2ccccc12 (stereo unspecified)	7	3%	-25%	-9%	-34%	-7	8
CCOC(=O)CSc1n[nH]c(NC(=O)c2ccccc2)n1	-12	3%	3%	8%	-8%	-11	-6
O=[N+]([O-])c1ccc(N=Cc2ccc(Br)c([N+](=O)[O-])c2)cc1	?	?	3%	-12%	-14%	-12	-1
COc1ccc(NC(=O)C(=O)c2cn(CC(=O)N3CCCC3)c3ccccc23)cc1	-12	2%	13%	.	113%[activator]	24	9
Cc1nc(N2CCC3(CC2)OCCO3)c2nnn(Cc3ccccc3F)c2n1	12	2%	-7%	-4%	122%[activator]	57*	43*

# A different layout for 2 compounds above.
# Results follow in this order: HCMV antiviral, AmpC detergent, AMA1 RON2 block, Giardia FBPA inh, AmpC no deterg, Shiga inhibitor, CHX counter
> Cc1cc(N2C(=O)C3CC=CC(C)C3C2=O)no1 (stereo unspecified)
 : -13, 4%, -19%, 2%, -11%, -9, -4
> Cc1ccc(C(=O)O/N=C2\CCS(=O)(=O)c3sccc32)cc1
 : -14, -2%, -9%, 2%, -10%, -6, 24

# (list continues)
Compound	HCMV antiviral	AmpC detergent	AMA1 RON2 block	Giardia FBPA inh	AmpC no deterg	Shiga inhibitor	CHX counter
CN1CCC(N(C)C(=O)c2ccc(Cl)c(S(=O)(=O)N3CCOCC3)c2)CC1	-20	?	-14%	.	-1%	.	.
O=C(Cc1cccs1)N=Nc1c(O)[nH]c2ccc(Br)cc12	?	4%	-11%	6%	-46%	-4	-2
C=CCn1c(=NC(=O)c2ccco2)sc2cc(C(=O)OC)ccc21	-19	?	-4%	6%	-21%	-7	13
Clc1ccc(C[n+]2cc(-c3ccccc3)n3c2CCC3)cc1Cl	-72*	?	14%	1%	25%	-15	1
O=C(O)C1CCN(S(=O)(=O)c2cccc3cccnc23)CC1	-17	?	-14%	1%	-11%	13	-3
O=C1CCCC2=C1C(c1ccncc1)n1c(nc3ccccc31)N2 (stereo unspecified)	0	-7%	7%	6%	-7%	-17	-2
Cc1ccccc1C(=O)c1cccn1CC(=O)NC(C)c1ccc2c(c1)OCCO2 (stereo unspecified)	-6	-5%	-26%	?	-15%	-5	8
COc1cc(C2=NOC(C(=O)NCc3ccc(F)cc3)C2)cc(OC)c1OC (stereo unspecified)	-84*	9%	3%	-1%	44%	-7	-3
O=C1c2ccccc2C(=O)N1CCCn1c(=O)oc2ccccc21	39	-1%	8%	1%	0%	-4	7
C=CCn1c(=N)n(CC(=O)c2ccccc2)c2ccccc21	-3	?	17%	-17%	-4%	20	8
O=C(c1ccc(F)cc1Cl)N1CCN(CCc2ccccc2)CC1	10	-11%	10%	9%	81%[activator]	-9	1
COc1ccc2[nH]c(=O)c(CN(C(=O)c3cccnc3)c3ccc(C)c(C)c3)cc2c1	?	1%	-19%	-2%	90%[activator]	11	-1
COc1ccc(-c2csc(NC(=S)NC(=O)/C=C/c3ccco3)n2)cc1Br	-73*	8%	-4%	-10%	-26%	-4	-1
COc1cccc(CNC(=O)CN2C(=O)COc3ccc(S(=O)(=O)N4CCCC4)cc32)c1	-18	3%	12%	.	-14%	-8	-2
O=C(CSc1ccccn1)Nc1ccc2c(c1)OCO2	-14	-2%	-9%	-10%	-2%	101*	34*
O=S(=O)(c1ccc2c(c1)OCCO2)N1CCNCC1	?	-9%	7%	?	-26%	-10	-3
O=S(=O)(c1ccccc1Br)N(Cc1ccccc1)Cc1ccco1	.	.	.	1%	.	12	8
CCc1ccc(NC(=S)N(Cc2cccnc2)Cc2ccco2)cc1	3	?	-22%	-1%	-25%	2	-3
COc1ccc([N+](=O)[O-])cc1C(=O)Nc1ccc(OCC(=O)N2CCOCC2)cc1	8	-1%	17%	0%	-19%	-3	-2
O=C1CSC(c2ccc([N+](=O)[O-])cc2)N1c1ccccc1F (stereo unspecified)	-13	3%	1%	2%	-14%	-7	-2
CCC(C)[C@@H](C(=O)NCC1CCC(C(=O)O)CC1)n1nnc2ccccc2c1=O (stereo partly specified)	11	?	-4%	8%	-16%	-11	-1
CCCCCCCC(=O)Oc1ccc(C(=O)Nc2cc(C)on2)cc1	79	0%	-2%	-3%	-50%	13	25
Cc1c(NC(=O)C(C)OC(=O)c2cccnc2Cl)c(=O)n(-c2ccccc2)n1C (stereo unspecified)	?	0%	-1%	.	-14%	.	.
